Tb PYK inh = qHTS of Trypanosoma Brucei Inhibitors; pyruvate kinase (Trypanosoma brucei), Q57TT1; TbPYK enzyme, Kinase-Glo Plus ATP luminescence, 45 min; Potency, µM (doses to about 76.8 µM), for the others: top-dose activity, negative = inhibition, usual class: inhibitors; 0.12% of 410,000 active; AID 624173, 2012; also: potency is read from the fitted curve at half-maximal effect; % is scaled to controls: 0 for no effect and ±100 for the full control effect; nearly all actives have a fitted effect of over 50% in size
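Activity of T. brucei pyruvate kinase was followed by Kinase-Glo Plus luminescence after the enzyme reacted 45 min at room temperature with 130 uM ADP (final) and substrate. Test compounds were added before ADP at multiple concentrations.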
Shiga inhibitor = A qHTS for Small Molecule Inhibitors of Shiga Toxin. Vero cells, Shiga toxin protein synthesis inhibition reporter. inhibition, % at 38.7 µM. 9.2% of 290,000 active. AID 2315, 2010; in the data active = inhibition mostly above about 28%, no sharp cut-off; inactive = mostly below about 43%; also: 0% is about no effect
Pf growth 96h = Primary qHTS for delayed death inhibitors of the malarial parasite plastid, 96 hour incubation; P. falciparum luciferase reporter growth, 96 h; Potency, µM (doses to about 28.7 µM), for inactives: at the top dose activity change, negative = inhibition, actives largely listed as inhibitors; 6.9% of 320,000 active; AID 504834, 2011; also: potency is read from the fitted curve at half-maximal effect; % is scaled to controls: 0 for no effect and ±100 for the full control effect
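Delayed-death screen, second-generation endpoint: infected erythrocytes, 2% hematocrit, 0.05% parasitemia final; 96 hours at 37 C, 5% CO2; luciferase detection reagent; luminescence decrease equals reduced growth.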
Cycloheximide cs = Cycloheximide Counterscreen for Small Molecule Inhibitors of Shiga Toxin; cell reporter, cycloheximide protein synthesis inhibition counterscreen; max response, %; 12% of 300,000 active; AID 2314, 2010; in the data active = max response mostly above about 13%, no sharp cut-off; inactive = mostly below about 14%; also: read at 38.3 µM for the half of the compounds with a filed dose; 0% is about no effect
AmpC inh no detg = qHTS Inhibitors of AmpC Beta-Lactamase (assay without detergent); AmpC nitrocefin hydrolysis, absorbance 480 nm, 0.0001% Triton; 0.52% of 330,000 active; Potency, µM (series often up to 57.1 µM), for inactives: at the top dose activity change, negative = inhibition, hits mostly inhibitors;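 also: potency is read from the fitted curve at half-maximal effect; plate controls were no compound for no effect and no enzyme for full effect; nearly all actives have a fitted effect of over 20% in size; some results filed as inactive show a strong effect at the top dose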
Target sequence (P00811 whole entry, looked up): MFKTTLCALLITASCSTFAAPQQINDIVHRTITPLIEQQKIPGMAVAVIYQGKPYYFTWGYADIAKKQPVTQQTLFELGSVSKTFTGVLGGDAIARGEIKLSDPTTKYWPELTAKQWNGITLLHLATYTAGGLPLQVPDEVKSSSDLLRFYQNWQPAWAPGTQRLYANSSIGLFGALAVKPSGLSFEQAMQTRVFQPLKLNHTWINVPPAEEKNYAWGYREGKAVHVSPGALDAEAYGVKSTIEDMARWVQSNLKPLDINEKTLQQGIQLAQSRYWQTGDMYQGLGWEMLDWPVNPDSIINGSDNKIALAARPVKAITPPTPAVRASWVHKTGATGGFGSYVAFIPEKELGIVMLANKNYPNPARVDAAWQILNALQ
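AmpC (5.3 nM in the dispensed reagent) in 20 mM phosphate pH 7.0 with 0.01% (detergent screen) or 0.0001% Triton X-100 was preincubated with compounds for 15 min at room temperature. Nitrocefin was then added from an 800 uM solution, and hydrolysis was followed at 480 nm.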
Pf growth 48h = Primary qHTS for delayed death inhibitors of the malarial parasite plastid, 48 hour incubation | P. falciparum luciferase growth in erythrocytes, 48 h | AID 504832, 2011 | 5.9% of 310,000 active | Potency, µM (doses to about 28.7 µM), for inactives: top-dose activity change, negative = inhibition, hits mostly inhibitors; also: potency is read from the fitted curve at half-maximal effect; % is scaled to controls: 0 for no effect and ±100 for the full control effect
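Erythrocytes infected with P. falciparum carrying an integrated firefly luciferase reporter (2% hematocrit, 0.1% parasitemia final) were exposed to compounds in RPMI 1640 with 0.5% Albumax at 37 C, 5% CO2. Growth inhibition was scored as reduced luminescence.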
LmPK inh = qHTS Assay for Inhibitors of Leishmania Mexicana Pyruvate Kinase (LmPK); Q27686; purified LmPK, Kinase-Glo ATP luminescence, 1 h; Potency, µM (highest dose often 57.5 µM), inactives show top-dose activity change, negative = inhibition, most hits filed as inhibitors; 0.37% of 290,000 active; AID 1721, 2009; also: potency is read from the fitted curve at half-maximal effect; % is scaled to controls: 0 for no effect and ±100 for the full control effect
Target sequence (Q27686 whole entry, looked up): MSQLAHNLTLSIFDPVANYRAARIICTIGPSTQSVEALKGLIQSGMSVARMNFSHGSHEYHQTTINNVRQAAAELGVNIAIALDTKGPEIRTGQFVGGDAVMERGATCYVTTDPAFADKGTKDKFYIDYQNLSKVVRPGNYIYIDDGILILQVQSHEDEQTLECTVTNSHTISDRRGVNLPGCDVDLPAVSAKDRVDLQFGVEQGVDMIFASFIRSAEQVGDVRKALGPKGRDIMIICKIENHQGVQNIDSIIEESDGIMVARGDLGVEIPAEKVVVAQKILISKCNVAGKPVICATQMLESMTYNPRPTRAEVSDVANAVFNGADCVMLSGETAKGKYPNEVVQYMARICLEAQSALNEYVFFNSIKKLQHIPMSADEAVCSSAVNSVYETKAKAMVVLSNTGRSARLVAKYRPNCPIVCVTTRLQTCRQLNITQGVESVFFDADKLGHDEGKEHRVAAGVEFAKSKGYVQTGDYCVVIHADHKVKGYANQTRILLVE
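Screened at intermediate enzyme activity to detect both inhibitors and activators: LmPK at 0.1 nM, with a 0.5 nM enzyme column as activation reference. PEP 0.5 mM, ADP 0.1 mM; ATP detected by luminescence after 1 h.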
* marks the source's active call; other numbers are inactive results; ? = inconclusive; . = no result given; & = joins results of further samples; [ ] = another dose, or the depositor's remark. Unless noted, calls follow the shape of the dose curve; as a rule, active = well fitted curve in the direction sought with a large enough effect; inconclusive = small, poorly fitted or top-dose-only effect, or another doubt; inactive = no such curve, though single readings can be large; an effect the other way counts as inactive or inconclusive. Not a hit list; 22% or so of the library scored in one or more.

SMILES | Tb PYK inh | Shiga inhibitor | Pf growth 96h | Cycloheximide cs | AmpC inh no detg | Pf growth 48h | LmPK inh
COc1ccc(N=C2C(=O)N3CCCc4cccc2c43)cc1 | -6% | 17 | 53%[activator] | 15 | -15% | 13% | -3%
Cn1c(=O)c2sccc2n2c(CCCC(=O)NCCc3ccccc3)nnc12 | 0% | -14 | ? | 9 | 13% | ? | 2%
OCC(O)CS (centres undefined) | 10% | . | 15% | . | . | 2% | .
Clc1ccc(SCc2cc(-c3ccccc3)no2)cc1 | -12% | 2 | -38% | 0 | -29% | ? | -3%
O=C(OCC(=O)N1CCN(C(=O)c2ccco2)CC1)c1cccc(O)c1 | 4% | 18 | 6% | 5.8* | -9% | -4% | 0%
CNC(=O)NC(O)C(Cl)(Cl)Cl (centres undefined) | 3%&-7% | -7 | 7%&-2% | -4 | -22% | 23%&-1% | -1%
CC(=O)Nc1sc(C)c(C)c1C(=O)OCC(=O)N(CCC#N)c1cc(C)cc(C)c1 | -1% | . | ? | . | 1% | ? | .
Cc1nc(N)sc1C(=O)OCC(C)C | -5% | -8 | 22% | 11 | -18% | 25% | 1%
CCC(=NC(CC)CO)C1=C(O)CC(C)(C)CC1=O (centres undefined) | 1% | 29 | -21% | -5 | -7% | 0% | -1%
CC(C)NS(=O)(=O)c1ccc2c(c1)oc(=O)n2C | 0% | 2 | 32%[activator] | 0 | -12% | 18% | 3%
COC(=O)c1c(-c2ccc3ccccc3c2)csc1NC(=O)Cc1ccc(OC)c(OC)c1 | 5% | -18 | 9.3µM* | -3 | -8% | 8.3µM* | 1%
Cc1cnc(NC(=O)c2c(O)c3cccc4c3n(c2=O)CCC4)s1 | . | -18 | 22% | 1 | -9% | 31%[activator] | -4%
Cn1cccc1/C=N/n1cnnc1 | -1% | 14 | -5% | 6 | -23% | 5% | 1%
C#CCSc1nnc(-c2ccc([N+](=O)[O-])cc2)o1 | -1% | 58* | -4%[5.75 µM] | 23* | -19% | 14%[5.75 µM] | 1%
Cc1cnn(CCC(=O)NNC(=S)NCC(C)C)c1 | 3% | -9 | 97%[activator] | -4 | -36% | 24% | 1%
Cc1cc(C(=O)N2CCN(c3ncccn3)CC2)c(C)o1 | -4% | -9 | ? | -1 | -3% | 28% | -3%
Cc1nn(Cc2ccc(Cl)cc2)c(C)c1NC(=O)Cn1nc([N+](=O)[O-])c(Cl)c1C | 0% | -4 | ? | -2 | -3% | -20% | 0%
CC(C)C(=O)N1CCC2(CC1)Oc1ccc(F)cc1C(=O)C21CC(c2cccnc2)=NO1 (centres undefined) | . | 3 | 20% | -2 | 32% | -12% | -2%
Cc1ccc2nc(C)c(C(=O)O)cc2c1 | 31%[activator] | 20 | ? | 1 | -15% | 21% | 5%
Cc1ccc(-n2c(SCC(=O)NCc3ccco3)nc3sc4c(c3c2=O)CC(C)(C)SC4)cc1 | -5% | 20 | ? | 6 | -9% | -7% | 1%
O=C(Cc1c(F)cccc1Cl)N/N=C/c1cccs1 | -1% | -4 | ? | 14 | -34% | 6% | -3%
COc1ccc(S(=O)(=O)NC(C)c2ccccc2)cc1C(=O)N1CCCCC1 (centres undefined) | 1% | -7 | 26% | 8 | -22% | -19% | -8%
O=C(COc1ccc2ccccc2c1Br)Nc1ncn[nH]1 | -4% | 76* | . | 32* | -7% | 33%[activator] | -1%
O=C(Nc1ccc(Cl)cn1)c1ccc(COCC(F)(F)C(F)F)o1 | 1% | 67* | . | 18* | ? | 44%[activator] | 2%
CO/N=C(/C(=O)N[C@@H]1C(=O)N2C(C(=O)O)=C(COC(N)=O)CS[C@H]12)c1ccco1 | -6% | . | 17µM* | . | . | 15µM* | .
CCCNC(=O)COc1coc(CN2CCN(c3ccc(F)cc3)CC2)cc1=O | 0% | -6 | ? | -1 | 11% | -3% | -7%
O=S(=O)(Nc1cccc(-c2nc3cccnc3s2)c1)c1ccc2c(c1)OCCO2 | 3% | 33 | 17% | -2 | 3.2µM* | 2% | -3%
COc1cc2nc(C)sc2cc1SC | -11% | -9 | . | 1 | 9% | . | 14%
Cc1cc(Br)ccc1NC(=O)c1ccccc1-c1ccccc1 | 5% | -13 | 100%[activator] | 0 | -28% | ? | -1%
C=CCN1C(=O)C2(C(C#N)=C(N)Oc3n[nH]c(CCC)c32)c2ccccc21 (centres undefined) | 3% | -7 | 224%[activator] | -3 | -15% | 2% | -7%
CCN(Cc1ccccc1)C(=O)Cn1c(=O)n(CC(=O)NCc2ccco2)c(=O)c2sccc21 | . | -9 | -10% | -4 | -11% | 6% | 3%
CC(=O)N1N=C(C)CC1c1ccc(OCc2ccccc2)cc1 (centres undefined) | -4% | 6 | ? | -1 | 13% | 16% | 1%
O=c1sc2ccccc2n1COc1ccccc1 | 2% | 48 | -3% | 15 | -27% | -6% | 2%
CC(C)c1ccc(O)c(CN2CCN(c3ccccc3)CC2)c1 | -5% | -16 | . | 3 | -27% | 3.3µM* | 5%
O=C(COc1ccc2ccccc2c1)N1CCN(C(=O)c2ccc([N+](=O)[O-])cc2)CC1 | 2% | -8 | 178%[activator] | -2 | 107%[activator] | 2% | 5%
CC(C)(C)c1ccc(C(=O)N2CCN(C(=O)c3ccco3)CC2)cc1 | -1% | -11 | 50%[activator] | -3 | 51% | 19% | 7%
CCNC(=O)c1ccc2c(c1)S(=O)(=O)c1ccccc1C2=O | -2% | -3 | -11% | -3 | -11% | -2% | -3%
COc1cc(C)c(CN2CC=C(c3ccc(F)cc3)CC2)cc1C | -4% | . | 12µM* | -2 | -7% | 40%[activator] | 1%
CCN(CC)c1ccc(CNc2nnnn2C)cc1 | -5% | -2 | ? | 0 | 7% | -1% | -2%
CC(C)C(=O)Nc1ccc(NC(=S)NC(=O)c2ccc([N+](=O)[O-])cc2)cc1 | -4% | -16 | 23% | -4 | -12% | 0% | 3%
C=CCn1c(SCC(=O)c2ccc(NS(=O)(=O)c3ccccc3)cc2)nnc1-c1cccs1 | ? | -15 | 0% | -3 | -18% | -19% | 10%
COCCN(C(=O)CSc1nnc(-c2cccc(OC)c2)n1C)c1c(N)n(Cc2ccccc2)c(=O)[nH]c1=O | . | 13 | -4% | 1 | 49% | 19% | -5%
Cc1cc(C)c(C#N)c(Oc2ccccc2Br)n1 | 1% | -8 | 28% | -6 | -56% | 12% | 0%
Cc1[nH]c2ccccc2c1C(=O)Cn1c(=O)oc2ccccc21 | -5% | -3 | . | -4 | -28% | -6% | 2%
CCC(=O)N1N=C(c2cccs2)CC1c1ccco1 (centres undefined) | 5% | -3 | 44%[activator] | 1 | 6% | -14% | 10%
CCCn1c(SCC(=O)N2N=C3/C(=C/c4ccc(OC)cc4)CCCC3C2c2ccc(OC)cc2)n[nH]c1=O (centres undefined) | -6% | -12 | ? | -3 | 106%[activator] | ? | -1%
CCOC(=O)C(C(=O)N1CCOCC1)C1CCCCC1 (centres undefined) | 1% | -10 | . | -3 | -3% | 13% | -7%
CCOC(=O)CN(C(=O)CSc1nnc2c(n1)[nH]c1ccc(F)cc12)c1ccccc1 | 7% | 22 | 3% | -4 | 3% | 13µM* | 6%
Cc1nnsc1C(=O)Nc1ccc(S(=O)(=O)N2CCCCC2)cc1 | -1% | -6 | ? | -2 | -19% | 21% | 3%
O=C(NCCc1ccccc1)C(=O)N/N=C/c1ccc2c(c1)OCO2 | 4% | 20 | 45%[activator] | 5 | -28% | 37%[activator] | 0%
N#Cc1nc(Cc2ccccc2)oc1NCc1ccccc1Cl | -5% | 41* | . | 48* | -13% | ? | 0%
COc1cc(C2Nc3cccc4cccc(c34)N2)ccc1OC(C)=O | -8% | -2 | . | -2 | -22% | 0% | -2%
CCn1c(SCC(=O)NC)nnc1C(C)C | 4% | -5 | -1%[5.75 µM] | -1 | -9% | 26% | -9%
CC/C(=N\NC(=O)CSCc1ccccc1Br)c1ccc2c(c1)OCCO2 | 7% | -4 | . | -1 | -29% | 5% | -1%
CCOC(=O)N1CCN(C(=O)CSC2=NS(=O)(=O)c3cc(Cl)ccc3N2)CC1 | -2% | . | 13% | . | -14% | ? | .
NS(=O)(=O)c1ccc(NC(=O)c2cc(Cl)sc2Cl)cc1 | 5% | -4 | -28% | -8 | -37% | 20% | -15%
Cc1ccc2nc(-c3ccccc3)c(CN3CCSCC3)n2c1 | -8% | -3 | -15% | 15 | 20% | -11% | 1%
O=C(NNC(=S)NCc1ccco1)c1ccc(S(=O)(=O)N2CCOCC2)cc1 | -12% | -8 | ? | 2 | -26% | -1% | 0%
CCOc1cc(C2C(C#N)=C(N)Oc3n[nH]c(C)c32)ccc1OCCN1CCOCC1 (centres undefined) | 1% | 4 | 30% | 0 | -4% | 20% | 0%
NC(=O)C(=O)NCCCN1CCOCC1 | 9% | -6 | ? | -5 | -2% | 20% | 8%

Structures shown so far containing bromine, in the order listed:
SMILES | Tb PYK inh | Shiga inhibitor | Pf growth 96h | Cycloheximide cs | AmpC inh no detg | Pf growth 48h | LmPK inh
O=C(COc1ccc2ccccc2c1Br)Nc1ncn[nH]1 | -4% | 76* | . | 32* | -7% | 33%[activator] | -1%
Cc1cc(Br)ccc1NC(=O)c1ccccc1-c1ccccc1 | 5% | -13 | 100%[activator] | 0 | -28% | ? | -1%
Cc1cc(C)c(C#N)c(Oc2ccccc2Br)n1 | 1% | -8 | 28% | -6 | -56% | 12% | 0%
CC/C(=N\NC(=O)CSCc1ccccc1Br)c1ccc2c(c1)OCCO2 | 7% | -4 | . | -1 | -29% | 5% | -1%

The results go on.
SMILES | Tb PYK inh | Shiga inhibitor | Pf growth 96h | Cycloheximide cs | AmpC inh no detg | Pf growth 48h | LmPK inh
Cc1cccc(Nc2ccccc2C(=O)OCC(=O)N(C)C2CCS(=O)(=O)C2)c1C (centres undefined) | 1% | -6 | 58%[activator] | -4 | 156%[activator] | 32%[activator] | 6%
CCc1cc(C(=O)NNC(=S)NC2CCCCC2)cs1 | -1% | 54* | -100% | 46* | ? | 153%[activator] | 0%
CCc1ccc2nc3sc(C(=O)Nc4nnc(CC)s4)c(N)c3cc2c1 | ? | 49* | 63%[activator] | 17 | 70%[activator] | 56%[activator] | ?
CCOC(=O)c1c(C)[nH]c(C(=O)COC(=O)[C@H](C)NC(=O)c2ccccc2Cl)c1C | -1% | 49* | 17% | 28* | -7% | 29% | 3%
CC(C)c1ccccc1OCCNS(C)(=O)=O | -10% | 11 | . | -2 | 65%[activator] | 38%[activator] | 1%
CC(=O)Nc1ccc(Sc2ncccc2C(=O)Nc2cc(Cl)cc(Cl)c2)cn1 | 0% | 0 | 5% | -4 | 0% | -7% | 0%

Source: PubChem (National Center for Advancing Translational Sciences (NCATS))
